High-throughput results: PubChem, Broad Institute
PglD DTNB – blocks C. jejuni PglD acetyltransferase activity; purified PglD enzyme, DTNB colorimetric CoA detection; inhibition, % at 12.5 µM; 0.098% of 360,000 active; AID 602405; in the data active = inhibition above about 16%, passing the limit was not always enough; note: strong numbers were not always called active
FN deposition inh – fibronectin deposition inhibition | AH1F fibroblasts, Alexa488-fibronectin deposition fluorescence, overnight | inhibition, % at 12.6 µM | 0.086% of 350,000 active;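 active = mean inhibition across replicates of 30% or more, regardless of how many single replicates reach that level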;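 note: positive control wells lacked labelled fibronectin entirely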
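Measured by – fluorescence 485/525 nm · System – AH1F fibroblast monolayer, labelled fibronectin deposition · Amount – 10000 cells per well · Buffer or medium – serum-reduced DMEM (2% serum) · Doses – single dose, pinned · Also added – fluorescent fibronectin at 24 nM final · Schedule – 1 h cell attachment, overnight exposure to compound and label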
PGC1a acetyl inh – lowers PGC1a acetylation signal in U2OS cells | AlphaScreen anti-acetyl-lysine; with virally co-expressed GCN5 acetyltransferase | inhibition, % at 15.6 µM | 0.17% of 350,000 active | AID 651687;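 active = every replicate shows inhibition of at least 40%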;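 note: 0% = neutral control wells and 100% = positive control wells; some results beyond the cut were filed as inactive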
INS-1E GSIS act – GLuc luminescence reporter in INS-1E cells, primary screen for activators of glucose-dependent secretion of insulin; activation, % at 16.6 µM; 0.61% of 370,000 active; INS-1E GLuc reporter insulin secretion, 2-3 h;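 active = lowest replicate activation of at least 40%, so every replicate reaches that level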;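 note: 0% = median of neutral control wells and 100% = median of IBMX positive control wells; some compounds called inactive have numbers as strong as hits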
C2C12 statin – suppression of simvastatin myotoxicity; C2C12 myotubes + simvastatin, ATP luminescence, 48 h; scaled: DMSO 0, geranylgeraniol control 100; rescue of ATP level, % at 7.49 µM; 0.78% of 330,000 active;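 active = mean ATP rescue above about 67%, or every replicate alone reaching that limit, limit read from the data, passing the limit was not always enough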;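 note: myotubes were challenged with 10 µM simvastatin during compound exposure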
F508del corr – correctors of CFTR F508del function in bronchial epithelial cells. 0.36% of 350,000 active. CFBE cells, YFP halide quenching; stimulated with forskolin plus potentiator P3; % fluorescence drop versus neutral controls. activity (quench increase), % at 7.58 µM;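 active = mean added fluorescence quench of at least 8% versus neutral control, with both replicates also reaching 8%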;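 note: cells transiently co-express mutant CFTR-F508del with the halide-sensitive YFP; corrector assay measuring rescue of mutant channel to the surface after 24 h compound exposure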
miR122 inh – miR-122 inhibition in Huh7 cells; Huh7 miR-122 Renilla luciferase sensor, 48 h; neutral wells = 0, positive control = 100; activation (reporter increase), % at 12.5 µM; 0.3% of 340,000 active; AID 602342;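 active = mean replicate activation score at least 90 and every replicate individually at or above 90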;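 note: higher luciferase means less miR-122 activity so hits act as miR-122 inhibitors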
Cneo AK release – causes C. neoformans cell lysis; adenylate kinase release luminescence, 4 h; normalised: neutral wells 0, clomiphene wells 100; lysis activity, % at 15 µM; 0.2% of 360,000 active; AID 651654;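 active = mean lysis activity across replicates of at least 80%, whatever share of replicates individually reach that level; inactive = mean lysis activity below 80%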
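read-out = cell lysis signal | test system = log-phase Cryptococcus neoformans yeast cells | input = cells at 5 × 10^6 per mL | medium = fresh YPD growth medium | signal = luminescent adenylate kinase detection reagent | timing = 4 h at 37 °C static, read 1 h later | dosing = single dose | controls = Clomiphene as positive lysis control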
* hit, by the source's call; · = not tested or not shown; & = joins results of further samples; [ ] = remark or other dose.

SMILES | PglD DTNB | FN deposition inh | PGC1a acetyl inh | INS-1E GSIS act | C2C12 statin | F508del corr | miR122 inh | Cneo AK release
CCc1ccc(S(=O)(=O)N2CCCC(N3CCN(c4ccc(OC)cc4)CC3)C2)cc1 (stereo not given) | -2 | -2 | · | -12 | 1 | -1.5 | · | 11
CN(C)C(=O)c1c(NC(=O)c2ccccc2)sc2c1CCC2 | -7 | 0 | · | 4 | -4 | -0.7 | -1 | 0
C[C@@H]1CN([C@@H](C)CO)C(=O)Cc2cc(NS(=O)(=O)c3cn(C)cn3)ccc2O[C@H]1CN(C)Cc1ccc(Oc2ccccc2)cc1 | -2 | 15 | 10 | -15 | 35 | 2.1 | 5[16.7 µM] | 7
COc1ccc2c3c(n(C)c2c1)[C@H](CO)N(C)CC31CCN(C(=O)c2ccc3c(c2)OCO3)CC1 | · | -4 | -4 | 17 | · | -1.0 | · | ·
CN(C)CC(=O)N[C@H]1CC[C@H](CCn2cc(CN(C)C)nn2)O[C@@H]1CO | 0 | · | 6 | 7&6 | 10 | -2.3 | · | 2
COc1ccccc1C(=O)Nc1ccc2c(C)cc(=O)oc2c1 | 0 | 4 | · | -15 | -19 | -4.7 | · | 1
COc1ccc(CC(=O)Nc2cc(S(=O)(=O)N3CCCCC3)ccc2OC(C)C)cc1OC | -6 | 0 | -4 | -4 | -23 | 0.1 | -3 | -2
Cc1noc(C)c1NC(=O)Nc1cccc2c1O[C@@H](CN(C)Cc1ccc(C(=O)O)cc1)[C@H](C)CN([C@H](C)CO)C2=O | -1 | · | 18 | -22 | 3 | -0.3 | -8[16.7 µM] | 3
CC(C)CC#Cc1cnc2c(c1)C(=O)N([C@@H](C)CO)C[C@@H](C)[C@H](CN(C)C(=O)c1cccc(F)c1)O2 | · | -28 | -7 | -10 | 20 | -2.4 | -11[16.7 µM] | ·
C[C@@H]1CN([C@@H](C)CO)S(=O)(=O)c2ccc(-c3ccc(F)cc3)cc2O[C@H]1CN(C)C(=O)C1CCOCC1 | 3 | 2 | -2 | 1 | -16 | -0.1 | 0[16.7 µM] | 1
CC(C)(C)C(=O)NC(=S)Nc1sc2c(c1C(N)=O)CCC2 | -6 | -3 | -5 | -3 | · | 2.3 | -3 | -3
C[C@H](CO)N1C[C@H](C)[C@H](CN(C)Cc2ccncc2)Oc2ccc(NC(=O)Cn3cnnn3)cc2CC1=O | -11 | · | 5 | 22 | -22 | 1.5 | -10[16.7 µM] | 0
Cc1cccc(NC(=O)c2ccc3c(=O)n4c(nc3c2)CCCCC4)n1 | · | -13 | 6 | 17 | -11 | 2.4 | -7 | ·
CS(=O)(=O)N(CC(=O)NCC1CCCO1)c1cccc([N+](=O)[O-])c1 (stereo not given) | · | -1 | -4 | 4 | · | 3.0 | · | ·
CC#CC(=O)N1CCC(n2nccc2NC(=O)CCc2ccccc2)CC1 | 4 | 1 | -23 | · | 15 | 0.7 | 5 | 1
Cc1ccc(-c2nn(-c3ccccc3)cc2C2CC(c3ccccc3)=NN2C(=O)CCC(=O)O)cc1 (stereo not given) | 3 | -1 | -1 | -8 | 25 | 2.0 | -7 | -5
Cc1coc2c1c(C)cc1oc(=O)c(CC(=O)NCC(=O)N[C@H](C(=O)O)C(C)C)c(C)c12 | 0 | -1 | 8 | 10 | 1 | -1.5 | 6 | -1
Clc1cc(Cl)c2nc(N3CCCC3)sc2c1 | 3 | 11 | -21 | · | · | · | 0 | -1
O=C(COc1ccc2c(c1)CCC2)N1CCc2ccccc21 | -4 | 5 | -12 | · | -10 | · | -2 | -7
COc1cccc(-n2c(C)n[nH]c2=O)c1 | 4 | -5 | 15 | · | -1 | · | -8 | 1
C/C=C/C(=O)OCC(=O)Nc1ccc(F)cc1Cl | 3 | 22 | -2 | · | -3 | · | -8 | -1
Cc1oc(-c2cccs2)nc1CS(=O)CC(=O)NCCCN1CC(C)CC(C)C1 (stereo not given) | -4 | 13 | -7 | · | -12 | 0.0 | -9 | -1
CC(=O)NC1CC2CCCC(C1)N2C(=O)Nc1ccccc1C (stereo not given) | -1 | -3 | 1 | -5 | 4 | -1.1 | 1 | 0
C[C@@H]1CCCCO[C@H](CN(C)C(=O)c2ccccc2)[C@@H](C)CN([C@H](C)CO)C(=O)c2cc(NC(=O)Nc3ccc(F)cc3)ccc2O1 | 4 | · | -4 | 4 | · | -0.9 | -1[16.7 µM] | -1
CC(C)(C)S(=O)N1Cc2cc(C(=O)N3CCOCC3)nc(-c3cccc(Br)c3)c2[C@@H]1CCO (stereo not given in full) | -1 | 4 | -2 | 6 | -4 | -2.0 | -1 | 0
CC(C)NC(=O)N(C)C[C@@H]1OCCCC[C@@H](C)Oc2ccc(NC(=O)c3ccncc3)cc2C(=O)N([C@@H](C)CO)C[C@H]1C | 2 | -2 | 6 | 5 | 0 | -2.8 | 4[16.7 µM] | 6
CC(C)(C)c1cc(NC(=O)C2(C)CCN2C(=O)c2ccccc2CCc2ccccc2)no1 (stereo not given) | 0 | 12 | -12 | -22 | 14 | -2.5 | 3 | 3
Cc1cc(C(=O)OCC(=O)N2CC(C)OC(C)C2)c2ccccc2n1 (stereo not given) | 0 | · | 5 | 29 | 14 | -0.5 | -5 | -1
CCN(CC)S(=O)(=O)c1ccc2c(c1)oc(=O)n2CC(=O)N(C)C1CCCCC1 | -5 | 7 | -6 | -8 | -2 | -0.2 | -5 | -1
CCOC(=O)CNC(=O)Cn1cnc2ccc(S(=O)(=O)N3CCC(C)CC3)cc2c1=O | 1 | · | -11 | 2 | 1 | · | -2 | -2
Cc1cc2cc(CNC(=O)CCC(=O)O)ccc2[nH]1 | -6 | -1 | -24 | · | -1 | · | -9 | -1
Cc1occc1-c1nnc(SCc2nnc(-c3ccc(Cl)cc3)o2)n1C | -1 | -10 | -5 | 1 | 4 | · | -5 | -1
CCOc1ccc2nc(NC(=O)C3CCCN(S(=O)(=O)c4cccc5nonc45)C3)sc2c1 (stereo not given) | 1 | -7 | 4 | · | -28 | · | 3 | 3
C[C@@H]1CN([C@@H](C)CO)C(=O)c2cc(NC(=O)Nc3ccc4c(c3)OCO4)ccc2O[C@@H]1CN(C)Cc1ccc(Oc2ccccc2)cc1 | 2 | 1 | -3 | -4 | · | 0.2 | 14[16.7 µM] | 4
Nc1sc(-c2ccccc2)n[n+]1Cc1cccc2cccnc12 | 2 | 10 | 7 | -30 | -20 | -0.5 | 4 | 10
CC(C)c1ccc(NC(=O)C2C3C=CC(CC3)C2C(=O)O)cc1 (stereo not given) | -2 | -5 | 0 | · | · | -1.2 | -6 | 2
CC1(C(=O)Nc2ccc(S(=O)(=O)Nc3ncccn3)cc2)CCCC1 | 0 | -4 | 5 | · | 1 | -4.2 | -2 | 1
O=C(C(Cc1ccccc1)n1cccc1)N1CCN(c2cccc(Cl)c2)CC1 (stereo not given) | -7 | 0 | -12 | · | 9 | -2.6 | 0 | 4
Cc1ccc2oc(=O)c3cnn(CC(=O)NCCCOC(C)C)c3c2c1 | 0 | -9 | 2 | · | -5 | -1.2 | -1 | 0
O=C(NCCCCCCNC(=O)C1CCCC1)C1CCCC1 | 3 | -8 | 0 | · | 3 | · | -4 | -2
O=c1c2ccccc2nc2n1CCC2O (stereo not given) | -5 | · | -10 | 4 | 7 | 0.0 | -32 | -2
COc1ccc(C2NC(=S)N(c3ccccc3)C(C)=C2C(=O)Nc2ccccc2)cc1 (stereo not given) | -1 | 14 | -2 | · | 3 | · | -6 | 2
Cn1c(C2=C(O)CN(c3ccc4c(c3)OCCO4)C2=N)nc2ccccc21 | -2 | · | 1 | -10 | 25 | 2.1 | · | -1
O=C(Nc1ccc2c(c1)OCCO2)C1CCN(c2ncccn2)CC1 | · | 7 | -4 | -5 | -3 | 3.0 | -4 | ·
COc1ccc(CN2C(=O)C(Cc3ccccc3)Nc3ncnc(N4CCCCC4)c32)cc1 (stereo not given) | -1 | · | 8 | · | 4 | · | 4 | -1

Sorted by length of the SMILES (rising): some entries from above
SMILES | PglD DTNB | FN deposition inh | PGC1a acetyl inh | INS-1E GSIS act | C2C12 statin | F508del corr | miR122 inh | Cneo AK release
O=c1c2ccccc2nc2n1CCC2O (stereo not given) | -5 | · | -10 | 4 | 7 | 0.0 | -32 | -2
O=C(NCCCCCCNC(=O)C1CCCC1)C1CCCC1 | 3 | -8 | 0 | · | 3 | · | -4 | -2
Nc1sc(-c2ccccc2)n[n+]1Cc1cccc2cccnc12 | 2 | 10 | 7 | -30 | -20 | -0.5 | 4 | 10
O=C(Nc1ccc2c(c1)OCCO2)C1CCN(c2ncccn2)CC1 | · | 7 | -4 | -5 | -3 | 3.0 | -4 | ·
CC(C)c1ccc(NC(=O)C2C3C=CC(CC3)C2C(=O)O)cc1 (stereo not given) | -2 | -5 | 0 | · | · | -1.2 | -6 | 2
Cc1occc1-c1nnc(SCc2nnc(-c3ccc(Cl)cc3)o2)n1C | -1 | -10 | -5 | 1 | 4 | · | -5 | -1
CC1(C(=O)Nc2ccc(S(=O)(=O)Nc3ncccn3)cc2)CCCC1 | 0 | -4 | 5 | · | 1 | -4.2 | -2 | 1
Cn1c(C2=C(O)CN(c3ccc4c(c3)OCCO4)C2=N)nc2ccccc21 | -2 | · | 1 | -10 | 25 | 2.1 | · | -1
COc1ccc(CN2C(=O)C(Cc3ccccc3)Nc3ncnc(N4CCCCC4)c32)cc1 (stereo not given) | -1 | · | 8 | · | 4 | · | 4 | -1
CCOc1ccc2nc(NC(=O)C3CCCN(S(=O)(=O)c4cccc5nonc45)C3)sc2c1 (stereo not given) | 1 | -7 | 4 | · | -28 | · | 3 | 3
C[C@@H]1CN([C@@H](C)CO)C(=O)c2cc(NC(=O)Nc3ccc4c(c3)OCO4)ccc2O[C@@H]1CN(C)Cc1ccc(Oc2ccccc2)cc1 | 2 | 1 | -3 | -4 | · | 0.2 | 14[16.7 µM] | 4

Additional compounds
SMILES | PglD DTNB | FN deposition inh | PGC1a acetyl inh | INS-1E GSIS act | C2C12 statin | F508del corr | miR122 inh | Cneo AK release
O=C(NCCN1CCc2ccccc2C1)C1CCN(S(=O)(=O)N2CCCCC2)CC1 | 0 | · | -6 | 6 | -7 | -0.3 | 0 | 0
COc1ccc(CN(C)C[C@@H]2Oc3ccc(NC(=O)Cc4ccccc4)cc3CC(=O)N([C@H](C)CO)C[C@@H]2C)cc1 | 11 | · | -8 | -17 | -7 | 3.4 | 1[16.7 µM] | 0
CC(=O)Nc1ccc2c(c1)C(=O)N(C)[C@@H]1CC[C@@H](CC(=O)NCc3ccccc3Cl)O[C@@H]1CO2 | -3 | -3 | -5 | -5 | 12 | 3.0 | -3[16.7 µM] | -13
Cc1cc(OCC(=O)NCCCN2CCOCC2)c2c(C)c(C)c(=O)oc2c1 | 0 | 1 | 3 | -5 | -2 | 0.7 | -9 | -1
O=C(c1cccnc1)N1CC(=O)N2[C@H](CO)[C@@H](c3ccc(-c4ccccc4F)cc3)[C@H]2C1 | · | -15 | -13 | -1 | · | -2.4 | · | ·
N/C(=N\N=C\c1ccc(O)cc1)c1nonc1N | · | 1 | 8 | -4 | · | -0.5 | 2 | ·
COc1ccc(CN2C(=NC(=O)c3ccccc3)SC3CS(=O)(=O)CC32)cc1OC (stereo not given) | 3 | -5 | 7 | 34 | -10 | 2.6 | -7 | -1

Reprinted at random: 2 entries already listed, in no set order.
SMILES | PglD DTNB | FN deposition inh | PGC1a acetyl inh | INS-1E GSIS act | C2C12 statin | F508del corr | miR122 inh | Cneo AK release
N/C(=N\N=C\c1ccc(O)cc1)c1nonc1N | · | 1 | 8 | -4 | · | -0.5 | 2 | ·
CC(=O)Nc1ccc2c(c1)C(=O)N(C)[C@@H]1CC[C@@H](CC(=O)NCc3ccccc3Cl)O[C@@H]1CO2 | -3 | -3 | -5 | -5 | 12 | 3.0 | -3[16.7 µM] | -13
